S3 lipid droplet – qHTS Assay for Lipid Storage Modulators in Drosophila S3 Cells. Drosophila S3 cells, BODIPY lipid droplet fluorescence, 18-24 h; cells fed with added oleic acid. Potency in µM for hits, for the others lipid storage change, negative = inhibition, % at the top dose, mostly 46.1 µM. 320,000 tested, 0.64% active. AID 2685; active = well fitted inhibition curve with a large enough effect in the signal ratio, with a control signal flat, not every such curve was filed as active; inconclusive = small, poorly fitted or top-dose-only effect, or effect the other way, or a change in a side signal; the % refers to the signal ratio
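Laser-scanning cytometry quantifies lipid droplet accumulation (500–530 nm total intensity; droplet/cell object ratio) in oleic acid-fed (400 uM added) Drosophila S3 cells treated with a concentration series. 20 uM Triacsin C defined 100% inhibition.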
S3 lipid droplet cell count max – recorded beside S3 lipid droplet, whose call it bears; cell number change, %; measured here: cell count max response;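 cells counted by Cell Tracker Red CMTPX staining in the red channel; peak over a dose series mostly up to 46.1 µM; percent activity relative to internal control wells on each plate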
* hit, by the source's call; i = inactive; ? = inconclusive; · = not tested or not shown; [ ] = remark or other dose. % is set by controls: 0 for no effect and ±100 for the full control effect; potency is the fitted concentration of half-maximal effect.

SMILES | S3 lipid droplet | S3 lipid droplet cell count max
Cc1ccc(C)c(S(=O)(=O)N2CCN(C(=O)CCNS(=O)(=O)c3ccc(C)c(C)c3)CC2)c1 | ? | ·
Cc1cccc(N2CCN(C(=S)c3ccccc3)CC2)c1 | -3% | -11
O=C(Nc1ccc(-c2noc(-c3cccs3)n2)cc1)c1cccnc1 | ? | ·
Cc1noc(/C=C/c2ccco2)c1S(=O)(=O)N1CCC(C(=O)Nc2ccc(Cl)cn2)CC1 | ? | ·
Cc1ccccc1CC1(CO)CCCN(C(=O)Cc2c(F)ccc(F)c2F)C1 (stereo not given) | ? | ·
Cn1nnnc1SCC(=O)Nc1c(Cl)cccc1Cl | ? | ·
COc1ccccc1CN(CC(=O)NCc1ccco1)C(=O)CNS(=O)(=O)c1ccc(C)cc1 | i | 16
CCc1cc(=O)oc2cc(C)cc(OCC(=O)NCc3ccccn3)c12 | ? | ·
CCOC(=O)c1ccc(S(=O)(=O)N2CCN(c3ccccn3)CC2)cc1 | -20% | -2
O=C(NC1CCCCCC1)C1CCN(S(=O)(=O)c2cccc3cccnc23)CC1 | ? | ·
CC(C)c1ccc(OCc2nc(-c3ccccn3)no2)c(Br)c1 | ? | ·
NC(=O)Nn1c(CCC(=O)O)ccc1-c1ccc(Br)cc1 | ? | ·
O=[N+]([O-])c1cc(/C=N/N2CCCCC2)ccc1Cl | ? | ·
O=C(CC1SC(N2CCCC2)=NC1=O)Nc1ccc(C(=O)NCCOc2ccccc2F)cc1 (stereo not given) | ? | ·
Cc1ccc(-c2csc(=Nc3cccnc3)n2CCCN2CCCC2=O)cc1C | ? | ·
Cc1ccc(NC(=S)Nc2cc(C)on2)cc1 | 10% | 6
COc1ccccc1C(=O)NCC(=O)NCC1(N2CCCCC2)CCCCC1 | ? | ·
CC1CCCCN1C(=O)c1cc(Cl)ccc1[N+](=O)[O-] (stereo not given) | 3% | 5
CCC(CC)C(=O)N(c1ccc(F)cc1)C1C=CS(=O)(=O)C1 (stereo not given) | 22% | -2
COc1cc(C2C(C#N)=C(N)OC3=C2C(=O)CCC3)cc2c1OCO2 (stereo not given) | ? | ·
O=C(O)CCn1ccc2cc(S(=O)(=O)N3CCCCCC3)ccc21 | i | ·
Cn1c(=O)c2cc(S(=O)(=O)Nc3ccc4c(c3)OCO4)ccc2n(C)c1=O | ? | ·
COc1ccc2ccccc2c1CNCCCN1CCOCC1 | 1% | -2
Cc1ccc(N(C(=O)CNC(=O)c2ccco2)C(C(=O)NC2CCCC2)c2cccnc2)cc1F (stereo not given) | ? | ·
Nc1nnc(Cc2cccc(Br)c2)s1 | ? | ·
O=C(NCC(=O)N(c1ccc2c(c1)OCCO2)C(C(=O)NC1CCCC1)c1ccco1)c1ccco1 (stereo not given) | -1% | 3
CCn1c(C)nc2cc(C(=O)N/N=C/c3ccc(O)c(O)c3O)ccc21 | -3% | 3
CC(=O)Nc1cc2nc(C)n(Cc3ccccc3[N+](=O)[O-])c2nc1C | i | ·
O=C(COC(=O)/C=C/c1cccc(Br)c1)Nc1cccc(S(=O)(=O)NC2=NCCC2)c1 | ? | ·
O=C(COC(=O)c1cc(=O)[nH]c2ccccc12)NC(=O)c1ccccc1 | 23% | 10
CC(=O)Nc1ccc(S(=O)(=O)Nc2ccc(C(=O)NCC(=O)O)cc2)cc1 | 4% | 12
CCOc1ccccc1NC(=O)CCCc1nc2ccccc2c(=O)[nH]1 | i | 25
COC(=O)c1ccc(NC(=O)CSc2nnc(-c3ccncc3)n2N)cc1 | 9% | ·
Cc1nn2c(NCCN(C)C)c3c(nc2c1-c1ccccc1)CCC3 | 20% | 11
CC(C)CC(NC(=O)/C(=C/c1ccco1)NC(=O)c1ccc(Br)o1)C(=O)O (stereo not given) | ? | ·
Cc1ccc(CSc2nnc3c(n2)OC2(Nc4ccccc4-3)C(=O)Nc3ccc(F)cc32)cc1 (stereo not given) | -23% | ·

Laid out differently: results already given
Cc1ccc(CSc2nnc3c(n2)OC2(Nc4ccccc4-3)C(=O)Nc3ccc(F)cc32)cc1 (stereo not given)
  S3 lipid droplet = -23%	S3 lipid droplet cell count max = ·
Cn1nnnc1SCC(=O)Nc1c(Cl)cccc1Cl
  S3 lipid droplet = ?	S3 lipid droplet cell count max = ·

Part of the list above in order of SMILES length, smallest number first.
SMILES | S3 lipid droplet | S3 lipid droplet cell count max
Nc1nnc(Cc2cccc(Br)c2)s1 | ? | ·
CC(=O)Nc1ccc(S(=O)(=O)Nc2ccc(C(=O)NCC(=O)O)cc2)cc1 | 4% | 12
Cc1ccc(CSc2nnc3c(n2)OC2(Nc4ccccc4-3)C(=O)Nc3ccc(F)cc32)cc1 (stereo not given) | -23% | ·

(list continues)
SMILES | S3 lipid droplet | S3 lipid droplet cell count max
COc1ccc2c(c1)OC(O)(C(F)(F)C(F)F)CC2=O (stereo not given) | 19% | ·
Cc1ccccc1NC(=S)NC(=O)/C=C/c1ccco1 | i | -18
Cc1ccc(NC(=O)CSc2cn[nH]n2)cc1 | i | 17
CCCC(C(=O)Nc1cc(S(=O)(=O)N2CCOCC2)ccc1OC)c1ccccc1 (stereo not given) | ? | ·
COc1ccc(-c2noc(C3CCCN(C(=O)c4ccc(F)cc4)C3)n2)cc1 (stereo not given) | ? | ·
O=C(Nc1ccccc1)C1=C[C@@H](c2coc3ccccc3c2=O)C[C@@H](OCCCCO)O1 | -9% | -5
Cc1ccc(Cl)cc1N1CCN(S(=O)(=O)c2ccc3[nH]c(=O)ccc3c2)CC1 | ? | ·
CC1Cc2ccccc2N1S(=O)(=O)c1cccc(C(=O)NCC(c2ccco2)N2CCCC2)c1 (stereo not given) | ? | ·
O=S(=O)(c1ccc(N2CCOCC2)nc1)N1CCOCC1 | ? | ·
CCCn1c(SCC(=O)NC2CCC(C)CC2)n[nH]c1=O (stereo not given) | ? | ·
CCn1c(C)nnc1SCC(=O)Nc1ccccc1Cl | ? | ·
CCn1c(COc2ccccc2C)nnc1SCC(=O)Nc1ccc2c(c1)OCCO2 | ? | ·
COc1ccc(CC(=O)OCC(=O)NC(=O)NC(C)C)cc1 | ? | ·
Cc1cc2ccccc2nc1SCC(=O)Nc1nc(-c2ccccc2)cs1 | i | -12
O=C(CNS(=O)(=O)c1ccc(Cl)c(C(F)(F)F)c1)NC1CCCCC1 | 7% | -4
COc1ccc(OC)c(S(=O)(=O)NCC(c2ccc3c(c2)OCO3)N2CCOCC2)c1 (stereo not given) | i | 8
O=C(CSc1nnc2c(n1)[nH]c1ccc(F)cc12)Nc1ccccc1F | ? | ·
O=C1NCC(COc2cccc3ccccc23)O1 (stereo not given) | ? | ·
CC1CCCCN1C(=O)c1cc(F)c(F)cc1Cl (stereo not given) | 8% | 5
CCCc1cc(=O)[nH]c(SCC(=O)N(C)Cc2ccccc2)n1 | 8% | 7
O=C(NCCCN1CCOCC1)c1cc(-c2ccc3c(c2)OCO3)nc2ccccc12 | -2%[9.22 µM] | 3
CCc1ccc(/C=N/NC(=O)c2ccccn2)cc1 | 11% | 11
COc1ccc(Cc2nnc(NC(=O)c3cccs3)s2)cc1OC | ? | ·
COc1ccccc1NS(=O)(=O)c1cc(C(=O)NCc2ccco2)ccc1C | ? | ·
CC1CCc2c(sc(NC(=O)C3=COCCO3)c2C(N)=O)C1 (stereo not given) | ? | ·
CS(=O)(=O)c1[nH]nc(-c2ccccc2)c1C#N | -8% | 6
Cc1cccc(CC(=O)NC2CCS(=O)(=O)C2)c1 (stereo not given) | 9% | 16
COc1ccc(/C=C(/NC(=O)c2ccccc2Cl)C(=O)O)cc1 | -2% | 6
CCc1ccc(N(C(=O)CNC(=O)c2ccco2)C(C(=O)NC2CCCC2)c2ccncc2)cc1 (stereo not given) | ? | ·
Cc1ccc(C(=O)C(C)OC(=O)c2nc(Cl)ccc2Cl)cc1 (stereo not given) | ? | ·
c1ccc(COc2ccc(CN3CCN(c4ccccn4)CC3)cc2)cc1 | ? | ·
COc1ccc(C(=O)NNC2=NC(C)(C)Cc3cc(C)c(C)cc32)cc1 | -1% | 1
COC(=O)c1c(NC(=O)c2ccco2)sc2c1CCN(C(C)=O)C2 | 7.3µM* | -26*
O=C(NCc1ccco1)C(=O)NCC1OCCCN1S(=O)(=O)c1ccc(Cl)cc1 (stereo not given) | i | 3
C=CCn1c(N)c(C(=O)Nc2ccccc2)c2nc3ccccc3nc21 | ? | ·
COc1cccc(CNC(=O)CSc2ccc(-c3cccs3)nn2)c1 | -2% | -3
CC(=O)c1cccc(OCCCOc2cccc3cccnc23)c1 | ? | ·
Cc1cc(C(=O)Nc2cccc(C(=O)O)c2)c(C)o1 | ? | ·
O=C(c1ccccc1F)N(Cc1cccnc1)Cc1cc2cc3c(cc2[nH]c1=O)OCCO3 | ? | ·
CSC1=NCCN1S(=O)(=O)c1ccc2ccccc2c1 | 3% | 1
Cc1c(NC(=O)COC(=O)C23CC4CC(CC(Br)(C4)C2)C3)c(=O)n(-c2ccccc2)n1C | ? | ·
CCN(CC)c1ccc(NC(=O)CSc2nc(C3CC3)nc3ccccc23)cc1C | ? | ·
COc1ccc(C)cc1CN(C)c1ccc(S(=O)(=O)N2CCN(C)CC2)cn1 | ? | ·
CCCNC(=O)N1CCN(S(=O)(=O)c2ccc3c(c2)OCCO3)CC1 | ? | ·
CCCCOC(=O)Cn1c(-c2ccccc2)nc2ccccc2c1=O | ? | ·
CCOC(=O)c1cnc(SC)nc1Nc1cccc2ccccc12 | 5% | 0
Cc1cc(-c2ccccc2)nc(SC(C(=O)O)c2ccccc2)n1 (stereo not given) | ? | ·
CCN(CCn1cccn1)C(=O)CC1C(=O)NCCN1CCc1ccccc1 (stereo not given) | ? | ·
CC(C)(C)NC(=O)Cn1cc(C#N)c2cc(Br)ccc21 | ? | ·
CCSc1nnc(-c2ccccc2NC(C)=O)c(=O)[nH]1 | -6% | 25
O=C1O/C(=C/C(=O)N2CCOCC2)c2ccccc21 | -1% | -3
Cc1ccc2nc3c(cc(C(=O)NCc4ccco4)c(=N)n3C3CCCC3)c(=O)n2c1 | ? | ·
CCCC(=O)Nc1nnc(CCOC)s1 | ? | ·
CCCN1CCN(S(=O)(=O)c2ccc3c(c2)OCCO3)CC1 | ? | ·
CCOC(=O)CN1C(=O)C(O)(CC(=O)c2cccc(OC)c2)c2ccccc21 (stereo not given) | ? | ·
COc1ccccc1C(=O)Nc1cccc(N(C)S(C)(=O)=O)c1 | 9% | -3
Cc1cccc(NS(=O)(=O)c2ccc(OCC(=O)N3CCCC3)cc2)c1 | ? | ·
O=C(CSc1nc(O)cc(=O)n1-c1ccccc1)N1CCCCC1 | 4% | 2
Cc1c(Cl)cnc(NC(=O)COC(=O)c2ccncc2)c1Cl | -12% | -1
O=[N+]([O-])c1ccc2nc(Cl)nc(-c3ccccc3)c2c1 | ? | ·
(listing goes on)
SMILES | S3 lipid droplet | S3 lipid droplet cell count max
COc1ccccc1NC(=S)N(Cc1ccc(C)cc1)Cc1cccnc1 | 2% | 12
CN(C(=O)CSc1ncnc2sccc12)C1CCS(=O)(=O)C1 (stereo not given) | ? | ·
Cc1ccccc1N(CC(=O)Nc1ccccc1C(=O)O)S(C)(=O)=O | ? | ·
NS(=O)(=O)c1ccc(NS(=O)(=O)c2ccc(C3CNC(=O)C3)cc2)cc1 (stereo not given) | ? | ·
COc1ccccc1NC(=O)CN1CCC(c2nc3ccccc3[nH]2)CC1 | 22% | 16
CC(C)c1nc(SCc2c(F)cccc2Cl)c2c(=O)n(C)c(=O)n(C)c2n1 | ? | ·
COc1ccc(CNC(=O)C(c2ccc(C)o2)N(C(=O)c2csnn2)c2ccc(C(C)C)cc2)cc1 (stereo not given) | i | -9
COCCC(=O)N1CCc2c([nH]c3ccccc23)C1C(C)(C)C (stereo not given) | 8% | 14
Cc1cc2c(c(=O)n1C)C(Cc1ccccc1)C(C#N)=C(N)O2 (stereo not given) | i | ·
CCC1CCCCN1CCCNC(=O)Cn1c(=O)c2cccn2c2ccccc21 (stereo not given) | ? | ·
CC(=O)N1N=C(c2cccc([N+](=O)[O-])c2)OC1c1cccc(Br)c1 (stereo not given) | ? | ·
COc1ccc(S(=O)(=O)N(CC(=O)NCc2ccco2)c2ccc(F)cc2)cc1 | i | -11

Four of these compounds in a different format.
compound: CC(C)c1nc(SCc2c(F)cccc2Cl)c2c(=O)n(C)c(=O)n(C)c2n1
  S3 lipid droplet = ? | S3 lipid droplet cell count max = ·
compound: Cc1cc2c(c(=O)n1C)C(Cc1ccccc1)C(C#N)=C(N)O2 (stereo not given)
  S3 lipid droplet = i | S3 lipid droplet cell count max = ·
compound: NS(=O)(=O)c1ccc(NS(=O)(=O)c2ccc(C3CNC(=O)C3)cc2)cc1 (stereo not given)
  S3 lipid droplet = ? | S3 lipid droplet cell count max = ·
compound: COc1ccccc1NC(=S)N(Cc1ccc(C)cc1)Cc1cccnc1
  S3 lipid droplet = 2% | S3 lipid droplet cell count max = 12

The list goes on:
SMILES | S3 lipid droplet | S3 lipid droplet cell count max
COc1ccc(NC(=O)COC(=O)CC2CCCC2)cc1Cl | 14% | 18
O=C(NC(=S)Nc1c(Cl)ccc2nsnc12)c1ccccc1F | i | -9
O=C(NC1CCN(Cc2cccc([N+](=O)[O-])c2)CC1)c1ccccc1 | 3% | 12
CC1=C(C(=O)Nc2ccc(F)c(F)c2)C(c2cccs2)NC(=S)N1 (stereo not given) | 10% | 16
CCOc1ccccc1/C=N/OCC(=O)NCc1ccc(F)cc1 | ? | ·
COC(=O)c1ccc(C)c(NS(=O)(=O)c2ccc3c(c2)OCCO3)c1 | ? | ·

Screening data as filed in PubChem BioAssay.

Some of the compounds tested, so the mix of outcomes need not match the whole.
